# MC4R antagonist: MC4R antagonists of cAMP signaling, primary screen, cell-based, TR-FRET, antagonist arm of biased-ligand search; Melanocortin receptor 4 (Homo sapiens), P32245; MC4R-expressing cells, MTII-stimulated cAMP, LANCE TR-FRET; inhibition, % at 6.5 µM; actives 0.48% (n = 360,000); AID 540295, 2011;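 active = inhibition above its plate's cutoff, the mean of tested wells on that plate plus 3 SD, cut at about 29% in these data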;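 note: 0% = Melanotan II alone and 100% = Melanotan II plus saturating MCL0020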
# Target sequence (P32245 whole entry, looked up): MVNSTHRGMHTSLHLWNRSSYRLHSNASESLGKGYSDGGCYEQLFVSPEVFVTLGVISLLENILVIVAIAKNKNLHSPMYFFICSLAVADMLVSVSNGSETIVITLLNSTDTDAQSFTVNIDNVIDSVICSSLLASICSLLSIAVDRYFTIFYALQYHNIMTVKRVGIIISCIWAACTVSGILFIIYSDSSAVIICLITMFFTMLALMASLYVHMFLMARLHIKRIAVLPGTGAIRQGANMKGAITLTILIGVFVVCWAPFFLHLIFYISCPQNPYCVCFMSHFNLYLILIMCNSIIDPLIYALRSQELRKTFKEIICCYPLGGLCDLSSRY
#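 Material: human MC4R-expressing U2OS cells. Probe or stimulus: Melanotan II challenge. Dosing: 6.5 µM single dose. Times: 30-min compound, 1-h challenge, 1-h detection, room temperature. Technique: TR-FRET with Eu-cAMP and labeled anti-cAMP, 671 nm. Replication: singlicate.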
# ABCB6 inh 2: ABCB6 transporter inhibitors, primary screen, K562-ABCB6 cells, flow cytometry, MLPCN library | AID 602162, 2011 | K562-ABCB6 porphyrin accumulation, 1 h; hits give low values | actives 0.19% (n = 360,000) | fluorescence ratio to DMSO, % at 10 µM;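 active = fluorescence ratio to DMSO below 75%, the collection mean minus 3 SD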;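 note: signal is porphyrin accumulated inside mitochondria; 100% equals median channel fluorescence of DMSO control wells; lower ratio means ABCB6 inhibition with less porphyrin fluorescence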
# PDI inh: inhibitors of human PDI, primary screen, biochemical, turbidity, single point, plate reader; AID 588391, 2011; inhibition, % at 10 µM; actives 0.052% (n = 350,000); PDI insulin aggregation turbidity, A650, 90 min;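 active = mean inhibition across replicates of 30% or more, whatever share of single replicates reach that level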;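 note: absorbance from insulin aggregation driven by PDI reduction with DTT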
# Granule exo inh: LAMP-1 surface exposure blockers, TALL-104 cells – cell-based, flow cytometry, MLPCN library, primary screen; actives 0.66% (n = 360,000); inhibition, % at 10 µM; TALL-104 LAMP-1 surface exposure; cells stimulated with thapsigargin and PMA;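 active = inhibition above about 55%, limit read from the data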
# m5-HT2A agonist: mouse Htr2a agonists via beta-arrestin recruitment, primary screen, cell-based, luminescence; 5-hydroxytryptamine receptor 2A (Mus musculus), P35363; CHO-K1 mHTR2A beta-arrestin complementation; percent of 30 µM serotonin response; activation, % at 7.6 µM; actives 0.66% (n = 360,000); AID 624169, 2012;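 active = activation above a run cutoff, the mean activation of all tested compounds plus 3 SD, cut at about 14% in these data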;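 note: 0% = plate median of compound wells and 100% = 30 µM serotonin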
# Target sequence (P35363 whole entry, looked up): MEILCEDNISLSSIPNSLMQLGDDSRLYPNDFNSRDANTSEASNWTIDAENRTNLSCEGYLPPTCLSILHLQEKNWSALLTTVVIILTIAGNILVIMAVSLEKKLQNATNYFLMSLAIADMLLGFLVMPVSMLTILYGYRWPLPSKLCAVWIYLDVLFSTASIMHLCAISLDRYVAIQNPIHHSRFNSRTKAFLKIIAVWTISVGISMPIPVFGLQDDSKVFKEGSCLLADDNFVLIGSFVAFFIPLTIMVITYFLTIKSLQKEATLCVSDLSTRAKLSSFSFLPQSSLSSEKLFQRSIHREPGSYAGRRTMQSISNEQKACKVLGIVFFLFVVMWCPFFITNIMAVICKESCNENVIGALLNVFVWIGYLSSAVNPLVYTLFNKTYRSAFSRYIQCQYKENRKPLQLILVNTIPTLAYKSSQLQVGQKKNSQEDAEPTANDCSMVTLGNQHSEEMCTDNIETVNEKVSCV
# Glyco luc inh: increase of ERlucT glycosylation luciferase signal, primary screen, N-linked glycosylation inhibitor project, D54 ERlucT cells, luminescence, set 2. D54 ERlucT glycosylation luciferase reporter, 24 h; percent of 100 nM tunicamycin response. AID 588692, 2011. reporter increase, % at 12.5 µM. actives 0.23% (n = 360,000);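 active = mean luciferase reporter signal, scaled so untreated is 0 and the glycosylation-blocking control 100, at or above a set limit in every replicate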;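 note: luciferase carries N-glycosylation sites so blocking glycosylation raises the light; 0% = median of neutral control wells and 100% = median of 100 nM tunicamycin wells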
# ABHD5 PLIN5 PPI: ABHD5-PLIN5 interaction inhibitors, primary screen, cell lysate, split luciferase complementation, luminescence; Perilipin-5 (Homo sapiens) + 1-acylglycerol-3-phosphate O-acyltransferase ABHD5 (Homo …; inhibition, % at 4 µM; actives 0.78% (n = 360,000); Split G. princeps luciferase complementation, 4 h;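 active = inhibition above the mean inhibition across every tested compound plus 3 SD, cut at about 22% in these data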;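 note: 0% = DMSO only wells and the 100% control is not disclosed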
# H9c2 protect: cardioprotection against H2O2-induced cell death, primary screen, uHTS, H9c2 cells, ATPLite luminescence. H9c2 cardiomyocytes, H2O2 injury protection, 2 h. protection from H2O2 cell death, % at 20 µM. actives 0.63% (n = 360,000);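 active = compounds giving at least 50% protection of heart cells from peroxide-induced death in the single-dose screen, raw or plate-pattern-corrected value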;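 note: 0% = DMSO wells with peroxide and 100% = DMSO wells without peroxide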
# MC4R ag barr: MC4R agonists recruiting beta-arrestin, primary screen, cell-based, luminescence, agonist arm of biased-ligand search | U2OS MC4R beta-arrestin complementation; percent of melanotan II response, DMSO zero | activation, % at 8.9 µM | Melanocortin receptor 4 (Homo sapiens), P32245 | AID 540308, 2011 | actives 0.98% (n = 360,000);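 active = activation above a per-plate cutoff, the mean activation of sample wells on that plate plus 3 SD, cut at about 8% in these data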
# CaV13 ICDI inh: Disruptors of the CACNA1D IQ motif to Ca2+-dependent inactivation inhibitor domain association, primary screening, Förster resonance energy transfer in intact living …. HEK cells, CFP/YFP FRET ICDI-IQ, plate reader, 10 min; percent FRET-ratio fall versus neutral wells. inhibition, % at 12.3 µM. actives 0.098% (n = 340,000). AID 743397;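 active = mean replicate inhibition of at least 30% and at least 1% of replicates passing that level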;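 note: 0% = median of the neutral control wells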
# Active calls of the source: *; . = no result given. Not a hit list; about 4.2% have a hit in one of these screens.
SMILES,MC4R antagonist,ABCB6 inh 2,PDI inh,Granule exo inh,m5-HT2A agonist,Glyco luc inh,ABHD5 PLIN5 PPI,H9c2 protect,MC4R ag barr,CaV13 ICDI inh
CCCCn1c(SCc2cccnc2)nc2c1c(=O)n(C)c(=O)n2C,8,99,3,-1,-1,0,0,0,-1.4,-3
CCOC(=O)C1(CCCc2ccccc2)CCN(C(=O)C(C)n2cncn2)CC1 (centres undefined),7,100,17,0,-2,-1,1,3,1.1,15
COc1ccc2c(=O)c3c(=O)n(Cc4ccco4)c(C(C)C)nc3oc2c1,8,97,1,0,4,2,15,-3,-0.6,-4
CCCCN(CCCC)CCCNC(=O)Cn1cc2c(n1)-c1c(oc(C(=O)N3CCCC3)c1C)CC2,-5,101,20,1,0,-4,0,-4,-2.2,-3
O=C(CC1S/C(=N/N=C/c2cccs2)NC1=O)Nc1ccc(Cl)cc1 (centres undefined),6,96,-4,2,-1,-1,7,-7,-1.6,-3
C[C@H]1CN([C@@H](C)CO)C(=O)CCCn2nncc2CO[C@H]1CN(C)S(=O)(=O)c1ccc(Oc2ccccc2)nc1,8,101,4,1,7,-2,-5,-10,-1.4,-6
CCOc1ccccc1C(=O)NCCCn1ccnc1,8,97,2,0,-6,1,-1,5,1.2,-4
CCCSC1=N/C(=C/c2ccsc2)C(=O)N1c1ccccc1,16,99,-5,-4,-4,0,0,-2,-0.5,-8
CC(=O)Nc1ccc(NC(=O)CSc2nc(N)c(NC(=O)c3ccco3)c(=O)[nH]2)cc1,3,99,-6,-2,2,.,2,0,-3.6,-2
Nc1ncc(N=Nc2cc(C(=O)O)ccc2Cl)s1,-25,95,2,0,-3,4,-6,4,0.0,-1
O=C(/C=C/c1ccccc1O)c1ccco1,17,100,-1,-10,6,7,61*,-11,1.8,-1
Cc1ccc(Nc2c(-c3ccc(C)o3)nc3ncccn23)cc1,10,93,2,-2,-1,3,3,1,0.3,-22

# Single values from the list.
# `Cc1ccc(Nc2c(-c3ccc(C)o3)nc3ncccn23)cc1` in Granule exo inh is entered as -2
# `CCCCn1c(SCc2cccnc2)nc2c1c(=O)n(C)c(=O)n2C` in PDI inh is entered as 3
# `CCOc1ccccc1C(=O)NCCCn1ccnc1` in m5-HT2A agonist is entered as -6

# Carrying on:
SMILES,MC4R antagonist,ABCB6 inh 2,PDI inh,Granule exo inh,m5-HT2A agonist,Glyco luc inh,ABHD5 PLIN5 PPI,H9c2 protect,MC4R ag barr,CaV13 ICDI inh
O=C(CCc1ccccc1)Nc1ccncc1,15,109,4,0,6,-4,-11,4,1.2,-5
CC(=O)N1CCN(c2ccc(NC(=O)C(c3ccccc3)c3ccccc3)cc2)CC1,8,98,0,-8,-2,-3,3,-1,-1.4,-4
O=C(/C=C/c1cccc(Cl)c1)N1CCC(Cc2ccccc2)CC1,7,102,4,0,-4,0,-9,-8,-1.6,-3
O=C(c1cc2c(c(-c3cccc(-c4ccc(F)cc4)c3)n1)[C@H](CCO)N(C(=O)c1ccc3c(c1)OCO3)C2)N1CCOCC1,.,99,.,1,1,.,-1,.,.,-7
CCN1C(=O)/C(=C/c2cc(C)n(C)c2C)SC1=Nc1ccc(OC)cc1,15,119,0,41,1,-2,6,10,-1.1,-4
Cc1c(NC(=O)CSc2nncn2-c2ccccc2)c(=O)n(-c2ccccc2)n1C,-3,97,3,1,7,1,7,5,0.7,-5
CCC(C(=O)NC1CCCCCC1)c1ccccc1 (centres undefined),17,101,11,-2,-3,1,-7,4,-2.4,-5
Cc1cn(CC(=O)NCC(C)c2ccccc2)c(=O)[nH]c1=O (centres undefined),6,100,1,-4,2,-1,2,1,-0.6,-9
COc1cc(C(=O)Nc2nnc(CC(=O)N3CCOCC3)s2)cc(OC)c1OC,-2,151,-1,-1,-1,3,-1,-8,-1.3,-5
CC(=O)OC1COC(n2ccc3ccccc32)C(OC(C)=O)C1OC(C)=O (centres undefined),0,93,-2,0,-5,0,-4,1,-1.1,-6
CCOC(=O)Cn1cnc2scc(-c3ccc(C)cc3)c2c1=O,1,98,-2,5,0,0,3,8,-1.0,-5
CC(=O)c1cccc(NC(=O)N2CCOCC2)c1,5,97,2,1,2,3,-1,2,-2.2,-3
CCN1C(=O)[C@H]2[C@@H](c3ccc(-c4ccc(Cl)c(Cl)c4)cc3)N3CCCC[C@@]3(C(=O)OC)[C@H]2C1=O,1,106,-3,2,13,1,1,-9,0.7,-10
CCOc1c(C)cc(S(=O)(=O)NCc2ccccn2)c(C)c1C,0,94,5,0,-1,1,1,-3,0.2,-6
CCOC(=O)c1c(CC(C)C)csc1NC(=O)C(C)C,1,96,-3,0,4,0,-5,-16,2.9,-5
CCCCNc1nc(N(C)c2ccccc2)nc(-n2ccnc2)n1,1,96,2,3,-4,-2,-6,10,2.6,-5
Cc1cc(C(=O)N(CCC#N)Cc2cccs2)no1,-8,96,2,-9,3,1,-4,2,-0.6,-2
Clc1ccc(CSc2cnnc3ccccc23)cc1Cl,-9,100,-8,3,1,19,5,-6,13*,-5
O=C1C=C(c2ccc3c(c2)OCO3)C[C@@H](c2ccc(F)cc2)C1,1,98,0,1,4,-2,3,-8,-1.5,-5
CCC(=O)N1CCCC(C(=O)Nc2nc3ccccc3n2C)CC1 (centres undefined),6,98,-3,-6,4,1,4,9,0.0,-7
CCOC(=O)c1cc(C(=O)OCC)c(=O)[nH]c1N1CCCCC1,2,102,1,30,0,0,-4,-6,2.5,9
O=C(NCc1ccc(F)cc1)c1ccc(S(=O)(=O)N2CCCC2)cc1,9,103,-2,18,-2,0,-11,0,1.9,-6
Cc1cccc(OCCCSc2nc3ccc(C)cc3[nH]2)c1,3,105,-12,-2,0,-1,-4,-7,1.4,.
COc1ccc(C(O)c2nc(-c3ccc(N(C)C)cc3)cs2)cc1 (centres undefined),-11,96,-4,-4,-5,-1,0,-15,-1.7,-6
O=C(Cc1ncc(C(F)(F)F)cc1Cl)NCCc1ccccn1,17,102,-4,9,5,2,3,1,-2.3,0
COc1ccc2c(c1)NC(c1ccc(N(C)C)cc1)c1cccn1-2 (centres undefined),7,105,4,-6,7,-2,-3,3,1.3,-29
Cc1nc2ccccn2c1-c1csc(Nc2cccc(C(=O)O)c2)n1,-14,108,-3,13,-4,2,-14,-5,-0.4,-21
COc1ccc(OC)c(C2C(C#N)=C(N)Oc3cc(C)[nH]c(=O)c32)c1 (centres undefined),6,104,27,-2,1,-3,2,-4,-0.9,-5
CC(C)C(C(=O)N1CCN(Cc2ccccc2)CC1)c1ccccc1 (centres undefined),16,98,-3,8,-1,-4,1,-9,-0.1,-2
O=C(CSc1nnc(CNC(=O)c2ccco2)o1)Nc1ccc(Br)cc1,12,107,-3,-1,-3,2,-3,2,-2.9,-2
NNC(=O)c1cccn(Cc2cccc(C(F)(F)F)c2)c1=O,-1,95,11,-5,0,-1,6,-5,2.3,-4
Cc1cc(NC(=O)c2ccccc2C)ccc1NC(=O)c1ccccc1Cl,22,107,9,-11,-3,-1,-3,0,-0.1,-5
Cc1c(C(=O)NC2CCCc3ccccc32)oc2ccc(S(=O)(=O)N3CCCCC3)cc12 (centres undefined),17,99,-5,-4,4,2,-4,16,0.3,-3
CCOc1ncccc1C(=O)OCC(=O)Nc1cc(S(=O)(=O)N(CC)CC)ccc1C,22,98,-1,-5,-2,0,2,-2,-0.5,-5
CC(/C=N/Nc1nc(N2CCCCC2)nc(N2CCCCC2)n1)=C\c1ccccc1,5,95,0,-3,0,-1,4,-12,-0.1,.
Cc1nn(C)c(Cl)c1CN1CCCC(C(=O)Nc2ccc(-c3cscn3)cc2)C1 (centres undefined),-5,104,-6,4,9,-7,8,25,-1.0,-6
Cc1cccn2c(=O)c3cc(C(=O)N4CCCCC4)sc3nc12,6,99,8,-9,-5,34*,0,-1,0.1,-7
Cc1cc(NC(=S)N(Cc2ccc(Br)cc2)Cc2ccc(C(=O)O)cc2)ccc1Cl,12,127,3,1,-3,-6,-4,-5,-0.4,-4
CN(Cc1cn(C)c2ccccc12)C(=S)Nc1cc(F)cc(F)c1,5,96,-4,6,-3,-2,-1,-12,2.1,-3
O=C(COC(=O)c1nc(Cl)ccc1Cl)Nc1ncc(Cl)cc1Cl,7,97,0,-2,-3,0,4,3,0.8,-15
COc1ccc2c(c1)C1(C)CC(C)(C)N2C(=O)N1c1ccccc1 (centres undefined),9,101,3,0,0,-2,-2,-11,-1.7,-7
COC(=O)CC1=NN(c2nc3ccccc3s2)C(=O)/C1=C/N(C)C,3,98,4,1,0,-3,1,-9,-1.0,.
CCSCCOC(=O)C1=C(C)NC(=O)NC1c1ccccc1 (centres undefined),0,101,-6,-2,0,-1,0,4,-1.5,-6
CCOC(=O)c1ccccc1NC(=O)c1ccccc1NS(C)(=O)=O,1,112,3,2,-1,0,-3,-2,-1.7,0
Cc1ccccc1OCC(=O)NNC(=O)CCN1C(=O)c2ccccc2C1=O,15,95,11,-5,1,0,-4,0,-1.5,-12
CCCCNC1C(CC)C(CCC)C(C#N)(C#N)C1(C#N)C#N (centres undefined),15,108,-2,2,-1,5,29*,4,-0.7,.
Cc1c(NS(C)(=O)=O)cccc1-c1nc2cccnc2s1,0,95,8,-5,1,-4,1,0,0.2,-5
CC(=O)c1ccc(-n2c(-c3cc(-c4ccsc4)n[nH]3)n[nH]c2=S)cc1,4,94,-3,-3,2,-1,-15,-1,-3.7,-2
COc1ccc(C)cc1NC(=O)CCS(=O)(=O)c1cc2c(cc1Cl)NC(=O)CO2,16,102,-5,-14,-1,1,-1,18,-1.2,-6
O=C(Nc1ccccc1)c1nn(-c2cccc(C(F)(F)F)c2)ccc1=O,-2,100,0,2,-2,6,6,-1,-2.8,8
CC1(C(=O)NS(=O)(=O)c2ccccc2Cl)CCN1C(=O)CC1CCCCC1 (centres undefined),13,96,-9,16,-3,2,0,4,-0.8,-12

# A run of entries of the results above:
SMILES,MC4R antagonist,ABCB6 inh 2,PDI inh,Granule exo inh,m5-HT2A agonist,Glyco luc inh,ABHD5 PLIN5 PPI,H9c2 protect,MC4R ag barr,CaV13 ICDI inh
Cc1cccn2c(=O)c3cc(C(=O)N4CCCCC4)sc3nc12,6,99,8,-9,-5,34*,0,-1,0.1,-7
Cc1cc(NC(=S)N(Cc2ccc(Br)cc2)Cc2ccc(C(=O)O)cc2)ccc1Cl,12,127,3,1,-3,-6,-4,-5,-0.4,-4
